From PubChem BioAssay
GPR35 antagonists: inhibition of zaprinast-stimulated GPR35 beta-arrestin translocation – imaging, U2OS, beta-arrestin-GFP, zaprinast agonist, primary screen (AID 2058). U2OS GPR35 beta-arrestin-GFP translocation imaging, zaprinast antagonism; higher % means a stronger effect. 0.052% of 290,000 active. inhibition, % at 10 µM; hits with a dose series show IC50 in µM;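 active = inhibition of at least 50% with at least 30 cells and total cytoplasm GFP at most 10,000,000; inconclusive = under 30 cells or total GFP of 10,000,000 plus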
HIV peptide binding: inhibitors of HIV fusion peptide binding, primary screen, biochemical, uHTS, fluorescence dequenching (AID 1986) | cell-free peptide binding, fluorescence dequenching, 30 min; higher % means a stronger effect | inhibition, % at 20 µM; hits with a dose series show IC50 in µM | 0.3% of 290,000 active; in the data active = inhibition mostly above about 52%, no sharp cut-off; inactive = mostly below about 76%; note: some results filed as inactive read as strong as hits
MgcRacGAP inhibition: MgcRacGAP GTPase-activating activity inhibitors, confirmation, biochemical, ADP Hunter fluorescence; MgcRacGAP-stimulated Rac1 GTP hydrolysis, ADP Hunter fluorescence; higher % means a stronger effect; GST-tagged Rac1 F28L mutant substrate; inhibition, % at 30 µM; hits with a dose series show IC50 in µM; 0.6% of 340,000 active; AID 624330;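 active = first-screen hits whose inhibition reached a set limit at any dose in the follow-up dose series; inconclusive = inhibition above the set first-screen limit but never retested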;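 note: fluorescence reports GDP produced by GAP-driven GTP hydrolysis; strong numbers were not always called active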
Siah-1 displacement: blockers of Siah-1 interaction with plectin peptide – biochemical, fluorescence polarization, rhodamine-plectin, uHTS, primary screen (AID 1817). Siah-1 / rhodamine-plectin peptide fluorescence polarization; higher % means a stronger effect. displacement, % at 20 µM; hits with a dose series show IC50 in µM. 0.02% of 290,000 active;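 active = displacement of at least 50% at 20 µM, with a fluorescence ratio check between 0.3 and a set limit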;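 note: plate controls were Siah plus tracer with DMSO for no effect and tracer alone without Siah for full effect; strong numbers were not always called active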
GPR55 antagonists: inhibition of LPI-stimulated GPR55 beta-arrestin translocation – imaging, U2OS, beta-arrestin-GFP, LPI agonist, primary screen (AID 2013); U2OS GPR55 beta-arrestin-GFP translocation imaging, LPI antagonism; higher % means a stronger effect; inhibition, % at 10 µM, or IC50 in µM where a hit was titrated; 0.13% of 290,000 active;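 active = spots per cell inhibited over 60%, with over 100 cells counted and total cytoplasm intensity under 500,000; inconclusive = wells with under 100 cells, flagged as likely toxic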;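 note: U2OS cells stably carrying GPR55 and arrestin-GFP stimulated by 5 µM LPI near EC80; imaged beta-arrestin-GFP aggregate spots per cell after agonist stimulation; plate controls were LPI-stimulated DMSO wells for no effect and DMSO wells without LPI for full effect; some results filed as inactive read as strong as hits; confirmed hits need IC50 under 10 µM and bright autofluorescent wells are also inconclusive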
Myeloid diff MLP: myeloid differentiation induction; ER-HoxA9 myeloid progenitors, lysozyme-GFP differentiation, flow cytometry; calls only at 10 µM; 1% of 360,000 active;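 active = normalized GFP-positive differentiation at or above the plate's own cutoff, the solvent-only control mean plus 3 SD; inconclusive = no clear call, values can overlap the other calls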;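 note: cells exposed to compound for four days before flow analysis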
PhoP inhibition: PhoP-dependent GFP reporter repression – Salmonella Typhimurium, primary screen (AID 1863) | one-dose inhibition, % at 50 µM; IC50 in µM for titrated hits | 0.16% of 300,000 active | S. Typhimurium PhoP-regulated promoter GFP reporter, 4 h; higher % means a stronger effect;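 active = inhibition over 29.93%, a cutoff 3 SD above the screen mean, later confirmed by dose response; inconclusive = inhibition over 29.93% but no dose response follow-up; inactive = inhibition at most 29.93% or unconfirmed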;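 note: 0% = low Mg2+ inducing control and 100% = high Mg2+ repressing control; strong numbers were not always called active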
LYP inhibition: inhibitors of LYP phosphatase, biochemical, fluorescence intensity, uHTS (AID 1779); recombinant LYP phosphatase, fluorescence intensity; higher % means a stronger effect; inhibition, % at 11.5 µM, or IC50 in µM where a hit was titrated; 0.054% of 290,000 active; in the data active = inhibition above about 50%;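 note: plate controls were vehicle with enzyme for no effect and no enzyme for full effect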
NTR1 agonist: NTR1-driven beta-arrestin-GFP spot formation – imaging, U2OS cells, high content, primary screen (AID 493036); activation, % at 20 µM; agonist mode; 0.17% of 330,000 active;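 active = activation at or above 40% of the spot to cytoplasm intensity ratio, with at least 20 cells analyzed; inconclusive = wells under 20 cells, flagged as cytotoxic or low count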;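 note: 0% = DMSO without peptide and 100% = 100 nM NTR1 peptide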
Target sequence (P30989 whole entry, looked up): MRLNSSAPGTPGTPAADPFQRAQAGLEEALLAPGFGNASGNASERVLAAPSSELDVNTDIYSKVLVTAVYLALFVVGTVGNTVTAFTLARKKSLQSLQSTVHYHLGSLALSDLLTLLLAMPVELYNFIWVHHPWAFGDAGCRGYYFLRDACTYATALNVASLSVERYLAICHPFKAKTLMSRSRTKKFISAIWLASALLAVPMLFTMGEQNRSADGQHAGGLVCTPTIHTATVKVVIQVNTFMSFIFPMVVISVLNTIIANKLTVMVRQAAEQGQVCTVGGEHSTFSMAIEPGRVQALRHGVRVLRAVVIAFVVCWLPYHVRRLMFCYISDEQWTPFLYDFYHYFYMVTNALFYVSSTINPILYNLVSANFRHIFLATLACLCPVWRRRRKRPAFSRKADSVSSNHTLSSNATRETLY
NTR1 agonist cell count 20 µM: further read-out of NTR1 agonist, marked with its call; cell count; measured here: cell count, cytotoxicity flag
Myeloid diff MLP GFP+ MAC1+ %: also measured in Myeloid diff MLP; calls as there; GFP+ MAC1+ double positive, %; measured here: differentiation confirmed by MAC1 staining
* marks the source's active call; other numbers are inactive results; i = inactive; ? = inconclusive; · = no result given.

SMILES	GPR35 antagonists	HIV peptide binding	MgcRacGAP inhibition	Siah-1 displacement	GPR55 antagonists	Myeloid diff MLP	Myeloid diff MLP GFP+ MAC1+ %	PhoP inhibition	LYP inhibition	NTR1 agonist	NTR1 agonist cell count 20 µM
COc1cccc(-c2noc(Cn3nc(C(=O)O)c4ccccc4c3=O)n2)c1	3.7%	1.7%	6.2%	15.3%	20.3%	i	0.5	8.0%	-8.6%	0.6	54
O=C1CSC(c2ccccc2)N1c1ccc(F)cc1F (configuration not stated)	-12.5%	-1.2%	8.5%	-5.2%	-0.9%	i	0.1	4.7%	-2.5%	0.2	78
Cc1cccc(C)c1OCC(=O)N(Cc1cccs1)C1CCS(=O)(=O)C1 (configuration not stated)	5.0%	1.4%	6.9%	-2.7%	-10.3%	i	0.8	6.2%	-9.4%	1.8	50
Cc1ccc2[nH]c(=O)c3cc(C(=O)NCCN4CCN(C)CC4)sc3c2c1	1.2%	0.2%	18.6%	0.8%	4.1%	i	0.9	-8.9%	-10.6%	3.4	50
CCn1c(=O)c2c(nc3n2CC(C)CN3CCc2ccccc2)n(C)c1=O (configuration not stated)	5.8%	-0.3%	8.7%	-3.5%	0.2%	i	0.5	-14.2%	-8.2%	3.1	69
Cc1sc2ncnc(NCC(c3ccccc3)N(C)C)c2c1C (configuration not stated)	5.7%	2.3%	8.1%	1.3%	2.2%	i	5.1	-6.0%	-3.5%	0.2	49
COc1ccc(NC(=O)C(Cc2ccccc2)NC(=O)c2ccco2)cc1OC (configuration not stated)	-4.8%	-0.4%	7.3%	3.3%	5.3%	i	5.2	-7.1%	1.1%	-0.5	85
Cc1c(Br)cc(C(=O)N2CCCCCC2)c(C)c1C	-6.6%	-2.0%	7.0%	-4.8%	-0.6%	i	1.0	-14.6%	-1.1%	0.0	62
Cc1ccc(CNC(=O)c2ccc(N3CCC4(CC3)CC(c3ccccc3)=NO4)c(NC(=O)c3ccc(Cl)c([N+](=O)[O-])c3)c2)cc1	·	·	9.4%	·	·	i	1.1	1.5%	·	-6.2	78
CCOC(=O)Cc1csc(NC(=O)CSc2nnc(Cc3csc(N)n3)n2C)n1	-3.1%	-1.4%	3.2%	-1.3%	-6.1%	i	1.0	-10.7%	-0.5%	-0.2	51
O=C(NCCc1csc(-c2cccnc2)n1)c1ccccc1	-4.1%	-0.5%	3.8%	5.5%	4.6%	i	2.6	8.4%	-5.8%	0.8	82
COc1ccc(/C=N\NC(=O)c2c(C)nc3ccc(Br)cn23)cc1	6.5%	-0.1%	-2.9%	8.2%	-8.2%	?	·	-9.6%	4.7%	1.2	88
COc1ccc(NC(=S)N2CCN(S(=O)(=O)c3ccc(C)cc3)CC2)cc1	-1.9%	3.6%	8.4%	11.1%	9.0%	i	1.1	4.7%	-6.5%	1.0	58
CCN(CC)S(=O)(=O)c1ccc(NC(=O)CN(c2cccc(F)c2)S(C)(=O)=O)cc1	5.8%	0.2%	1.2%	-1.3%	3.8%	i	0.4	-1.6%	3.0%	-0.2	83
CCn1c(CSc2nncn2-c2ccc(OC)cc2)nc2cc(S(=O)(=O)N(C)C)ccc21	6.0%	1.9%	7.9%	0.8%	-1.8%	i	1.0	-8.9%	6.6%	-0.5	90
O=C(Cc1n[nH]c(=O)[nH]c1=O)N/N=C/CCc1ccccc1	4.0%	-1.2%	-0.5%	12.1%	15.7%	i	0.1	-5.3%	-4.2%	2.6	64
COc1ccccc1N1CCN(/N=C/c2ccc(C(=O)O)cc2)CC1	-0.6%	-1.3%	8.6%	3.7%	3.2%	i	0.0	-3.1%	-4.2%	-1.4	76
CC(=O)Nc1ccc(C2Nc3ccccc3C(=O)N2C2CCCCC2)cc1 (configuration not stated)	0.7%	-0.3%	3.5%	-0.8%	-3.1%	i	1.1	-0.1%	-1.9%	2.6	86
CCc1nc(NC(=O)Cc2csc(C)n2)sc1C(=O)OC	-5.1%	-2.9%	8.8%	-0.6%	14.5%	i	0.7	6.1%	-5.1%	0.3	84
Cc1nc(-c2ccc(S(=O)(=O)N3CCCCCC3)cc2)cs1	5.5%	-1.8%	10.0%	4.5%	4.9%	i	0.6	-3.9%	2.1%	3.0	38
CCOc1ccc(N(CC(=O)Nc2c(C)cccc2C)S(=O)(=O)c2c(C)[nH]c(=O)[nH]c2=O)cc1	6.8%	1.1%	3.6%	-1.5%	-4.9%	i	0.2	-9.9%	-5.4%	0.8	63
O=C(Cn1ccsc1=NC(=O)C(F)(F)F)c1ccccc1	14.6%	-1.8%	6.8%	2.6%	7.8%	i	0.8	6.4%	-7.8%	0.1	54
CC(Oc1ccc(Cl)cc1)C(=O)Nc1sccc1C(N)=O (configuration not stated)	6.2%	1.4%	7.8%	-2.9%	-0.9%	i	0.7	-4.2%	0.4%	1.8	63
COc1cccc(CN2CCCC(C(=O)N3CCCCC3)C2)c1 (configuration not stated)	5.5%	0.4%	22.1%	-0.6%	9.3%	i	0.4	-2.2%	-12.2%	-1.8	79
c1ccc(-c2ccccc2-c2nc(-c3cccnc3)no2)cc1	2.4%	0.8%	1.5%	0.5%	-12.2%	i	0.3	-0.6%	0.2%	2.0	45
O=C(c1cnn2c(C(F)F)cc(-c3ccccc3)nc12)N1CCSCC1	-16.0%	2.1%	4.6%	8.0%	6.1%	i	0.5	1.0%	-0.2%	4.4	86
COc1ccc(Nc2sc(C(=O)Nc3cccc(Cl)c3)c(N)c2C(=O)Nc2ccccc2OC)cc1	5.6%	7.7%	·	13.1%	5.2%	·	·	40.0%	8.8%	·	·
COc1ccc(/C=N/n2nnnc2N)cc1OC	2.2%	-1.9%	8.9%	0.7%	-1.0%	i	0.5	-1.9%	-0.1%	-0.6	46
Cc1ccccc1OCC(=O)NC(C)c1ccccc1 (configuration not stated)	-6.3%	1.2%	3.4%	-1.5%	13.2%	i	1.2	-2.6%	-0.6%	·	·
COCCNC(=O)CN(C)S(=O)(=O)c1ccc2c(c1)OCCO2	-3.3%	0.7%	-3.9%	-1.6%	-10.6%	i	2.5	4.7%	-1.9%	-1.7	68
O=C(CSc1ncn[nH]1)NCc1ccc(Cl)cc1	5.2%	-0.3%	-2.1%	0.7%	-2.5%	i	0.2	-3.0%	-6.9%	0.7	45
CN(Cc1ccccc1)S(=O)(=O)c1cccc(C(=O)O)c1	-18.6%	1.3%	7.8%	-4.6%	10.0%	i	0.5	-12.3%	-5.2%	1.1	40
CCOC(=O)C1CCCN(S(=O)(=O)c2cc3c4c(c2)CCN4C(=O)CC3)C1 (configuration not stated)	·	·	2.9%	·	·	i	1.6	5.5%	·	-0.1	41
Cc1ccc(N2CCN(CC(O)COc3cccc4ccccc34)CC2)cc1 (configuration not stated)	3.5%	1.4%	11.3%	-3.4%	10.8%	i	0.4	-3.4%	0.4%	1.8	45
COc1ccc(/C=N/NS(C)(=O)=O)c(OC)c1	10.1%	-3.4%	5.4%	-3.4%	-8.5%	i	1.3	4.6%	-2.2%	-0.4	35
O=C(CSc1nnc(-c2ccco2)n1Cc1ccccc1)NC(=O)NCc1ccccc1	-11.5%	0.7%	1.9%	0.8%	21.5%	i	0.6	-9.4%	0.8%	3.4	57
CN(C)S(=O)(=O)c1ccc(C(=O)NCc2nnc(SCC(=O)c3ccccc3)o2)cc1	7.4%	0.6%	0.8%	-0.7%	-13.8%	·	·	-2.8%	-9.3%	3.3	49
Cc1cc(C)n(CC(C)Nc2nc3nonc3nc2N2CCCCC2)n1 (configuration not stated)	15.9%	-1.4%	4.1%	4.6%	7.4%	i	0.4	-3.3%	4.4%	0.2	56
O=C(NC(NC(=S)Nc1ccccc1C(=O)O)C(Cl)(Cl)Cl)c1ccco1 (configuration not stated)	-8.0%	4.1%	-1.0%	-0.3%	15.9%	i	0.6	20.7%	-7.1%	0.3	44
C=C(C)C(=O)Nc1nnc(-c2ccccc2C)s1	15.4%	-1.4%	4.9%	-1.9%	11.7%	i	0.4	0.3%	1.2%	·	·
Cc1ncc([N+](=O)[O-])n1Cc1cccc2ccccc12	-3.7%	-1.6%	5.4%	-5.7%	10.8%	i	0.3	-5.4%	-5.8%	-0.4	37
OC1CCCN(CC(O)COc2ccc(-c3ccccc3)cc2)C1 (configuration not stated)	-21.9%	-1.1%	10.8%	0.7%	-5.9%	i	0.6	10.9%	-4.3%	0.7	113
COC(=O)[C@H](Cc1ccccc1)NC(=O)NCc1ccc(C)cc1	0.4%	-0.5%	·	-1.9%	-0.6%	i	0.5	-13.7%	-11.7%	1.1	45
CCOc1cc(CNCc2ccncc2)cc(Br)c1OCc1ccc(F)cc1	3.8%	-0.4%	6.8%	-2.8%	5.2%	i	0.7	3.6%	1.1%	1.2	64
Cn1nnc2cc(C(=O)Nc3ccccc3F)ccc21	8.5%	0.7%	3.6%	6.4%	1.7%	i	1.0	3.1%	-9.0%	-0.7	38
Cc1ccc(-c2csc(NC(=O)C3=COCCO3)n2)cc1	-0.3%	-0.4%	1.7%	-4.3%	-15.0%	i	0.6	10.4%	1.2%	0.6	78
O=C(N/N=C/c1ccc(Cl)cc1Cl)c1cccc(N2CCCC2=O)c1	-1.5%	0.5%	10.3%	1.0%	1.8%	i	0.6	-2.1%	5.9%	0.6	58
Cc1ccc(S(=O)(=O)Oc2ccc(/C=C(/NC(=O)c3ccccc3)C(=O)NC(C)C(=O)O)cc2)cc1 (configuration not stated)	-3.0%	4.6%	4.7%	-3.5%	3.9%	i	0.5	-4.3%	-0.6%	0.9	44
O=C(Nc1nnc(N2CCCCCC2)s1)c1cc(-c2ccc(Br)cc2)on1	-8.9%	-0.1%	8.3%	8.8%	8.5%	i	1.4	-5.1%	8.4%	5.0	37
CCOC(=O)c1nn(-c2ccccc2)c(=O)cc1SC1CCCCC1	2.9%	0.1%	0.0%	13.5%	-3.7%	i	0.8	-10.6%	-3.6%	4.4	40
